# Bcl-B TR3 displacers – displacers of TR3 peptide from Bcl-B, primary screen, selectivity assay for Bfl-1 inhibitor project, biochemical, fluorescence polarization | displacement, % at 20 µM, or IC50 in µM where a hit was titrated | FP displacement of FITC-TR3 peptide from Bcl-B; higher % means a stronger effect | 96,000 tested, 0.11% active | AID 748;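 active = displacement above 50% at 20 µM plus a fluorescence interference ratio under 1.5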;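 note: plate controls were wells without compound for no effect and wells lacking Bcl-B protein for full effect; a part of the inactive calls stands beside numbers as strong as those of hits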
# MRP reversal – compounds reversing MRP-mediated drug resistance | H69AR cells + 2 uM doxorubicin, CellTiter-Glo, 72 h | differential viability (reversal), % at 10 µM | 85,000 tested, 0.04% active | AID 602;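 active = viability drop by adding the cancer drug above about 55%, with treated viability meeting a 40% cutoff, limit read from the data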;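 note: viability without doxorubicin minus viability with 2 µM doxorubicin for each compound; larger differential means the compound sensitizes cells more to doxorubicin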
# MRP reversal cytotoxicity – further read-out of MRP reversal, marked with its call; viability, %; H69AR cells, CellTiter-Glo, 72 h; measured here: cytotoxicity without doxorubicin
# MRP reversal with doxorubicin – further read-out of MRP reversal, marked with its call; viability, %; measured here: viability with 2 uM doxorubicin; hits give low values
# Starred values were filed as active, the others as inactive; . = no result given. This is a subset, so the mix of outcomes need not match the whole.
# Key to letters – A = Bcl-B TR3 displacers; B = MRP reversal; C = MRP reversal cytotoxicity; D = MRP reversal with doxorubicin
1. CCN(CC)CCCN1C(=O)C(O)=C(C(C)=O)C1c1ccc(OC)cc1OC (configuration not stated)
  A: .; B: 0; C: 107; D: 107

2. COC(=O)c1ccc2c(=O)n(CCC3=CCCCC3)c(SCC(=O)N3CCCC3)nc2c1
  A: .; B: -8; C: 48; D: 55

3. COC(=O)c1ccc(OC)c(CSc2nnc(-c3ccc(C)cc3)o2)c1
  A: .; B: -15; C: 58; D: 72

4. CCCCNC(=O)c1c(N)n(/N=C/c2cccnc2)c2nc3ccccc3nc12
  A: .; B: 0; C: 86; D: 86

5. Fc1ccccc1-c1nc(N2CCCCC2)c2ccccc2n1
  A: .; B: -1; C: 68; D: 69

6. O=C(c1ccccc1Cl)N1CCC(c2nc3c(nnn3Cc3ccco3)c(=O)[nH]2)CC1
  A: .; B: 3; C: 105; D: 102

7. O=C(NCc1ccccn1)C1CCN(S(=O)(=O)N2CCC3(CC2)OCCO3)CC1
  A: .; B: 6; C: 94; D: 89

8. c1ccc(Cn2ncc3c2ncn2nc(-c4ccncc4)nc32)cc1
  A: .; B: 21; C: 85; D: 64

9. CC(C)(C)N(Cc1cc2ccccc2[nH]c1=O)C(=O)C1CCCCC1
  A: .; B: 0; C: 87; D: 87

10. CC[N+](C)(C)Cc1ccccc1Br
  A: .; B: 2; C: 101; D: 99

11. CNC(=O)c1ccsc1NC(=O)CN1C(=O)CCC1=O
  A: .; B: -18; C: 64; D: 82

12. COc1ccccc1NC(=O)CSc1nc2n[nH]c(C)c2c(=N)n1-c1ccccc1Cl
  A: .; B: 6; C: 52; D: 46

13. CCOc1ccc(NC(=O)C2CSC(c3ccncc3)=N2)cc1 (configuration not stated)
  A: .; B: 1; C: 84; D: 83

14. Cn1c(=O)c2nc(-c3ccc(Cl)cc3Cl)oc2c2ccccc21
  A: .; B: 7; C: 106; D: 99

15. CCCc1c(OCCCCc2nn[nH]n2)ccc(C(C)=O)c1O
  A: .; B: 5; C: 87; D: 82

16. COc1cc(-c2nnc3sc(-c4ccncc4)nn23)cc(OC)c1OC
  A: .; B: -21; C: 61; D: 82

17. Cc1nc2sc(C(c3ccco3)N3CCC(C)CC3)c(O)n2n1 (configuration not stated)
  A: .; B: 3; C: 94; D: 91

18. CCOc1ccc2nc(S(N)(=O)=O)sc2c1
  A: .; B: 4; C: 102; D: 97

19. O=[N+]([O-])c1ccc2cn[nH]c2c1
  A: .; B: -2; C: 89; D: 91

20. CC(=O)OCC(=O)[C@@]12OC3(CCCC3)O[C@@H]1C[C@H]1[C@@H]3CCC4=CC(=O)C=C[C@]4(C)[C@@]3(F)[C@@H](O)C[C@@]12C
  A: .; B: 3; C: 85; D: 82

21. CCSC1=C(C#N)C(c2ccccc2OC)CC(=O)N1 (configuration not stated)
  A: .; B: -2; C: 87; D: 89

22. CN(C)C(=O)c1ccc(NC(=O)c2cncc(Br)c2)cc1
  A: .; B: -1; C: 88; D: 89

23. CCOC(=O)N1CCN(C(=O)CCc2nc3sc4c(c3c(=O)[nH]2)CCCC4)CC1
  A: .; B: 8; C: 96; D: 88

24. CCOC(=O)N1CCC(N2Cc3cccc(C(=O)NCc4ccccc4OC)c3C2=O)CC1
  A: .; B: 18; C: 42; D: 24

25. c1ccc(Cn2nnc3c(N4CCC5(CC4)OCCO5)ncnc32)cc1
  A: .; B: 13; C: 93; D: 80

# Carrying on.
# Key to letters – A = Bcl-B TR3 displacers; B = MRP reversal; C = MRP reversal cytotoxicity; D = MRP reversal with doxorubicin
26. CCN(CC)CCN1C(=O)C(=O)/C(=C(/O)c2ccc(F)cc2)C1c1cccnc1 (configuration not stated)
  A: .; B: 0; C: 95; D: 95

27. CCn1cc(C(=O)N2CCc3ccccc3C2)c(=O)c2cc(S(=O)(=O)N3CCCCC3)ccc21
  A: .; B: 2; C: 78; D: 75

28. CCOC(=O)c1cc(-c2ccccc2)n(CCC(=O)NC(C)CC)c1C (configuration not stated)
  A: .; B: 17; C: 83; D: 67

29. O=S(=O)(NCc1csc(-c2ccccc2)n1)c1ccc(Cl)s1
  A: .; B: 11; C: 80; D: 69

30. COc1ccc(N2CCN(c3nc4c(c(=O)[nH]c(=O)n4C)n3Cc3ccccc3Cl)CC2)cc1
  A: .; B: 11; C: 77; D: 66

31. CN(CCCCCNC(=O)/C=N/O)Cc1ccccc1
  A: .; B: 3; C: 97; D: 94

32. Cc1cc(C(=O)Nc2cc(C)n(Cc3ccc(Cl)cc3)n2)no1
  A: .; B: -3; C: 94; D: 97

33. CCCn1c(=O)n(C)c(=O)c2c3oc(=O)c(NC(=O)c4ccc(F)cc4)cc3[nH]c21
  A: .; B: -10; C: 88; D: 98

34. CCn1c(Oc2ccc(Oc3ncc(Cl)cc3Cl)cc2)nc2c1c(=O)n(C)c(=O)n2C
  A: .; B: 8; C: 92; D: 84

35. Cn1c(=O)c2c(nc(Oc3ccc4c(c3)OCO4)n2Cc2ccc(Br)cc2)n(C)c1=O
  A: .; B: -6; C: 18; D: 23

36. CCOC(=O)N1CCC(NC(=O)Cn2ncn3c(cc4sc(CC)cc43)c2=O)CC1
  A: .; B: 2; C: 88; D: 86

37. O=C(NCc1ccc2c(c1)OCO2)c1nnc(Cc2ccc(F)cc2)o1
  A: .; B: 12; C: 102; D: 91

38. Cc1nc(CNS(=O)(=O)c2ccccc2F)cs1
  A: .; B: -3; C: 96; D: 99

39. COc1ccc(C(O)C(CC(=O)NCCCOC(C)C)C(=O)NCCCOC(C)C)cc1OC (configuration not stated)
  A: .; B: -8; C: 97; D: 105

40. COc1ccc2c(c1)c(CC(=O)OCC(=O)O)c(C)n2C(=O)c1ccc(Cl)cc1
  A: .; B: 3; C: 87; D: 84

41. CS(=O)(=O)c1ccc2nc(NC(=O)Cc3ccccc3)sc2c1
  A: .; B: -9; C: 72; D: 81

42. CC1CCN(CCCNC(=O)CN2CCN(Cc3ccc(Cl)cc3)C2=O)CC1
  A: .; B: -6; C: 92; D: 98

43. O=C(O)C(O)c1ccco1 (configuration not stated)
  A: .; B: 9; C: 92; D: 83

44. Cn1c(Cn2c(=O)sc3ccccc32)nnc1SCC(=O)Nc1cccc(F)c1
  A: .; B: 2; C: 102; D: 99

45. Cc1cc2cc(CNC(=O)c3ccc(Br)o3)ccc2n1C
  A: .; B: -8; C: 92; D: 100

46. Cn1c(Cn2c(=O)sc3ccccc32)nnc1SCC(=O)Nc1cccc(Cl)c1
  A: .; B: -20; C: 68; D: 88

47. CCC(=O)Nc1nc2c(OC)ccc(C)c2s1
  A: .; B: -18; C: 80; D: 98

48. Cc1ccc(C(c2sc3ncnn3c2O)N2CCC(C)CC2)cc1 (configuration not stated)
  A: .; B: 21; C: 108; D: 87

49. COCCn1c(SCC(N)=O)nc2c(c1=O)SC(C)C2 (configuration not stated)
  A: .; B: 1; C: 93; D: 92

50. O=C1C2C3C=CC(C3)C2C(=O)N1CCC(=O)N1CCc2ccccc21 (configuration not stated)
  A: .; B: 17; C: 92; D: 76

# Among those listed so far, 7 contain two or more sulfur atoms.
# Key to letters – A = Bcl-B TR3 displacers; B = MRP reversal; C = MRP reversal cytotoxicity; D = MRP reversal with doxorubicin
18. CCOc1ccc2nc(S(N)(=O)=O)sc2c1
  A: .; B: 4; C: 102; D: 97

29. O=S(=O)(NCc1csc(-c2ccccc2)n1)c1ccc(Cl)s1
  A: .; B: 11; C: 80; D: 69

38. Cc1nc(CNS(=O)(=O)c2ccccc2F)cs1
  A: .; B: -3; C: 96; D: 99

41. CS(=O)(=O)c1ccc2nc(NC(=O)Cc3ccccc3)sc2c1
  A: .; B: -9; C: 72; D: 81

44. Cn1c(Cn2c(=O)sc3ccccc32)nnc1SCC(=O)Nc1cccc(F)c1
  A: .; B: 2; C: 102; D: 99

46. Cn1c(Cn2c(=O)sc3ccccc32)nnc1SCC(=O)Nc1cccc(Cl)c1
  A: .; B: -20; C: 68; D: 88

49. COCCn1c(SCC(N)=O)nc2c(c1=O)SC(C)C2 (configuration not stated)
  A: .; B: 1; C: 93; D: 92

# Carrying on:
# Key to letters – A = Bcl-B TR3 displacers; B = MRP reversal; C = MRP reversal cytotoxicity; D = MRP reversal with doxorubicin
51. Cc1ccc(C)c(OCCCC(C)(C)C(=O)O)c1
  A: .; B: -2; C: 90; D: 92

52. O=C(NCCc1csc(-c2cccnc2)n1)c1cccs1
  A: .; B: -5; C: 97; D: 102

53. COc1ccc(NC(=O)CCS(=O)(=O)c2ccccc2)c(OC)c1
  A: .; B: 14; C: 110; D: 95

54. O=C1CC(=O)CC(c2ccccc2Cl)C1
  A: .; B: -6; C: 89; D: 95

55. Cc1nn(C)c(C)c1S(=O)(=O)N(CC(=O)NCc1ccco1)c1ccc(C(C)C)cc1
  A: .; B: -2; C: 76; D: 78

56. CC(=O)NC(CCS(C)(=O)=O)C(=O)Nc1ccc(Oc2ccccc2)cc1 (configuration not stated)
  A: .; B: -7; C: 91; D: 99

57. CCCC(=O)Nc1ccc(OCC(O)CNC(C)C)c(C(C)=O)c1 (configuration not stated)
  A: .; B: -13; C: 75; D: 88

58. CCn1cc(C(=O)NCc2cccs2)c(=O)c2cc(S(=O)(=O)N3CCOCC3)ccc21
  A: .; B: 7; C: 65; D: 58

59. CCOC(=O)Cn1c(CN2CC(C)OC(C)C2)nc2c1c(=O)n(C)c(=O)n2C (configuration not stated)
  A: .; B: -5; C: 96; D: 101

60. Cn1c(NCc2ccccc2Cl)nc2ccccc21
  A: .; B: 8; C: 87; D: 79

61. CSc1nc(-c2ccccc2O)nc(-c2ccccc2O)n1
  A: .; B: 11; C: 89; D: 78

62. Fc1ccccc1-c1nc(-c2ccc(Cl)cc2)no1
  A: .; B: 5; C: 83; D: 78

63. CCOC(=O)c1n[nH]c2ccccc12
  A: .; B: -1; C: 93; D: 94

64. O=C(NC1CCCC1)C1C2C=CC3(CN(Cc4cccs4)C(=O)C13)O2 (configuration not stated)
  A: .; B: -6; C: 99; D: 104

65. C=CCOc1ccc(C2c3c(oc4ccccc4c3=O)C(=O)N2c2ccccn2)cc1OCC (configuration not stated)
  A: .; B: -19; C: 64; D: 83

66. Cc1cccn2c(=O)c3cc(C(=O)NC4CCCCC4)c(=N)n(CCN4CCOCC4)c3nc12
  A: .; B: 19; C: 77; D: 58

67. C=CCSc1nc2c(c(=O)[nH]c(=O)n2C)n1Cc1ccc(C)cc1
  A: .; B: 13; C: 99; D: 86

68. COc1ccccc1NC(=O)CSc1nnc(Cn2c(=O)sc3ccccc32)n1C
  A: .; B: 15; C: 95; D: 80

69. Cc1cc(C)nc(-n2nc(C)cc2NC(=O)c2cc3ccccc3oc2=O)n1
  A: .; B: -16; C: 72; D: 88

70. COCCSc1nc2c(c(=O)[nH]c(=O)n2C)n1Cc1cccc(C)c1
  A: .; B: 24; C: 98; D: 74

71. CCC(C(=O)OCCN(CC)CC)c1ccccc1 (configuration not stated)
  A: .; B: 1; C: 92; D: 91

72. Cc1cccc2nc(Cn3c(=O)n(CCC(=O)NCc4ccco4)c(=O)c4ccccc43)cc(=O)n12
  A: .; B: 18; C: 108; D: 90

73. COc1cccc(C2C3=C(CCCC3=O)Nc3nc4ccccc4n32)c1OC (configuration not stated)
  A: .; B: -13; C: 78; D: 91

74. CCOP(=O)(OCC)C(Nc1ccccc1)c1ccc2c(c1)OCO2 (configuration not stated)
  A: -8%; B: .; C: .; D: .

# Reformatted with values under each structure: entries from further up
# The line under a structure holds: Bcl-B TR3 displacers | MRP reversal | MRP reversal cytotoxicity | MRP reversal with doxorubicin
[68] COc1ccccc1NC(=O)CSc1nnc(Cn2c(=O)sc3ccccc32)n1C
 : . | 15 | 95 | 80
[62] Fc1ccccc1-c1nc(-c2ccc(Cl)cc2)no1
 : . | 5 | 83 | 78
[66] Cc1cccn2c(=O)c3cc(C(=O)NC4CCCCC4)c(=N)n(CCN4CCOCC4)c3nc12
 : . | 19 | 77 | 58
[2] COC(=O)c1ccc2c(=O)n(CCC3=CCCCC3)c(SCC(=O)N3CCCC3)nc2c1
 : . | -8 | 48 | 55
[72] Cc1cccc2nc(Cn3c(=O)n(CCC(=O)NCc4ccco4)c(=O)c4ccccc43)cc(=O)n12
 : . | 18 | 108 | 90
[20] CC(=O)OCC(=O)[C@@]12OC3(CCCC3)O[C@@H]1C[C@H]1[C@@H]3CCC4=CC(=O)C=C[C@]4(C)[C@@]3(F)[C@@H](O)C[C@@]12C
 : . | 3 | 85 | 82

# Screen by screen, quoted from above.
# MRP reversal, compounds 51 to 58: -2, -5, 14, -6, -2, -7, -13, 7

# Screening results as filed in PubChem BioAssay.
